# Source: PubChem BioAssay (several laboratories)
# G6PDH CS – L. mesenteroides G6PDH inhibition counter-screen; Purified L. mesenteroides G6PDH, diaphorase/resazurin coupled fluorescence, 45 min; inhibition, % at 5 µM; 200,000 compounds, 0.12% hits; AID 1020; in the data active = inhibition above about 50%
# TLR4 MyD88 comp – blocks binding of human TLR4 to MyD88. O00206+Q99836. inhibition, % at 8.4 µM. 200,000 compounds, 0.18% hits. HeLa CL3-4 TLR4/MyD88 BLA complementation, FRET ratio; in the data active = inhibition above about 25%;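 note: 0% = vehicle and 100% = reference inhibitor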
# Target sequence (O00206 whole entry, looked up): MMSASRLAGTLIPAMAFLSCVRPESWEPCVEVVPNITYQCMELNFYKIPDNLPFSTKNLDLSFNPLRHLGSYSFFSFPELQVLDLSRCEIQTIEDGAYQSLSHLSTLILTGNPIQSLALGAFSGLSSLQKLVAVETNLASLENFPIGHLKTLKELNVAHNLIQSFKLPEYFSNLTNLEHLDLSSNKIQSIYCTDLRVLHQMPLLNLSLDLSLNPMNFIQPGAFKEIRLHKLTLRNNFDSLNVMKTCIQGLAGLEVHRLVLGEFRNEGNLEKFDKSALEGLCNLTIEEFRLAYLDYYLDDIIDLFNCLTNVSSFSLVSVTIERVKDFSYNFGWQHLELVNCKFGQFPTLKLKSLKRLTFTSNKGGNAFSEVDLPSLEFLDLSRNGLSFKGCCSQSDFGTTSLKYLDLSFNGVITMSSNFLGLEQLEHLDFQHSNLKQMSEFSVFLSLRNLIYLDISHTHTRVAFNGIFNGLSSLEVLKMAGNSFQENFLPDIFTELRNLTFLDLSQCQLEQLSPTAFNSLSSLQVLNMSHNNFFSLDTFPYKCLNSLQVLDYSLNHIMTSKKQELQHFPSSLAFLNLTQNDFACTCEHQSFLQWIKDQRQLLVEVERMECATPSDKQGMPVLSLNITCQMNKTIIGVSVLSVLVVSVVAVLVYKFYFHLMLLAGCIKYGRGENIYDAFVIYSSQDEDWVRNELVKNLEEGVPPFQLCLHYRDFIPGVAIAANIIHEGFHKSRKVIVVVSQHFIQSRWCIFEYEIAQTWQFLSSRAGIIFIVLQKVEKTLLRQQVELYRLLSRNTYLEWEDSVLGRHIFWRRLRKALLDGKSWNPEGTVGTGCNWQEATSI
# Target sequence (Q99836 whole entry, looked up): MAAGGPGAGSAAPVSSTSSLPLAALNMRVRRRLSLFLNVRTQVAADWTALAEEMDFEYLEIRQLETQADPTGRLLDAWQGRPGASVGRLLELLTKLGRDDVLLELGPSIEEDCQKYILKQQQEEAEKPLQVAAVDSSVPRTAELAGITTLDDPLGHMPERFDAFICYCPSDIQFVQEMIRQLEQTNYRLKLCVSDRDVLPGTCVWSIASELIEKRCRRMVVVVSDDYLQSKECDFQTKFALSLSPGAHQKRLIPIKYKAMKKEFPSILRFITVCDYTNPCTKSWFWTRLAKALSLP
# APP 5UTR inh – APP translation inhibition; SH-SY5Y APP 5'UTR-luciferase reporter, luminescence; inhibition, % at 2 µM; 190,000 compounds, 0.82% hits;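 active = inhibition above a set limit, derived from the sample mean plus 3 SD, cut at about 45% in these data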; note: values of inactives mirror those of a sister screen read the other way
# STAT1 activator – activators of IFN-gamma induced STAT1 signaling | NIH 3T3 STAT1-luciferase reporter, luminescence; 100% = IFN-gamma alone, no compound | activation (% of control), % at 5.5 µM | 200,000 compounds, 2.6% hits;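 active = activation above the screen-wide mean activation plus 3 SD, cut at about 130% in these data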;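 note: raw ratio to IFN-gamma control signal so 100% means no change and 0% no light; values of inactives mirror those of a sister screen read the other way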
# NF-kB neuron act – raises NF-kB expression in human neuronal cells. fold change at 12.5 µM. 190,000 compounds, 1.6% hits. NF-kB reporter expression; hits give high values; in the data active = fold change above about 3.3
# Diaph act CS – diaphorase activation or chemical reduction counter-screen | Diaphorase/resazurin coupled assay, resorufin fluorescence, 16 min; hits give high values; 1 = vehicle wells, 0 = NADH-free wells | activation factor at 20 µM | 190,000 compounds, 0.005% hits | AID 1229;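 active = diaphorase activity raised at least twofold by the compound at 20 µM; inactive = activation factor below 2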
#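 test system = bacterial diaphorase enzyme (C. kluyveri) | quantity = enzyme 0.07 U/mL final | reagent = NADH substrate 0.114 mM plus resazurin dye 0.1 mM, final | incubation = 16 min enzyme reaction, ambient temperature | buffer or medium = HEPES pH 7.4 buffer with MgCl2 and Tween 20 | signal = fluorescence of resorufin, 544 nm excitation, 590 nm emission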
# Diaphorase inh – diaphorase inhibition or chemical oxidation counter-screen; diaphorase resazurin-to-resorufin fluorescence, NADH, 16 min; bacterial (C. kluyveri) enzyme, not human; 190,000 compounds, 0.69% hits; inhibition, % at 20 µM; AID 1217;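 active = primary screen inhibition at 20 µM above a set limit, cut at about 50% in these data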;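 note: plate controls were DMSO with full reaction for no effect and wells lacking NADH for full effect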
#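 material = Clostridium kluyveri diaphorase enzyme | amount = 0.14 U/mL diaphorase, enzyme working solution | schedule = incubation 16 min, room temperature | detection = fluorescence of resorufin formed from resazurin, Ex 544/Em 590 nm | benchmarks = positive control minus NADH, DMSO neutral control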
# APP 5'UTR act – APP 5'UTR luciferase reporter activation; SH-SY5Y APP 5'UTR luciferase reporter, luminescence; zero percent = DMSO vehicle wells; activation, % at 2 µM; 190,000 compounds, 1% hits; AID 1276;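 active = activation above a set limit, based on mean plus 3 SD of controls, cut at about 140% in these data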; note: values of inactives mirror those of a sister screen read the other way
# FLuc inh counter – inhibits firefly luciferase, flagging false hits in luciferase inhibition screens | inhibition, % at 10 µM | P08659 | ATPLite firefly luciferase biochemical luminescence, 10 min | 200,000 compounds, 1.5% hits;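 active = inhibition above about 50% when tested at 10 µM, limit read from the data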
# FLuc stim CS – affects firefly luciferase, flagging false hits in luciferase stimulation screens; P08659; ATPlite luciferase biochemical, luminescence, 10 min; 0 = ATP-free wells, 1 = DMSO control; activation factor at 10 µM; 200,000 tested, under 10 active;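 active = luciferase activation factor, scaled between plate controls, of at least 2 with compound at 10 µM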
#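 System: cell-free luciferase reagent; medium: PBS as buffer for the ATP substrate; doses: test compounds dosed from 2 mM stocks in 100% DMSO; incubation: 10 min, room temperature; measured by: luminescence from luciferase reaction; read-out: luciferase activation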
# The depositor's hits bear a star; · = no result given.
# Screens in order: G6PDH CS	TLR4 MyD88 comp	APP 5UTR inh	STAT1 activator	NF-kB neuron act	Diaph act CS	Diaphorase inh	APP 5'UTR act	FLuc inh counter	FLuc stim CS
> CCC(C)(NC(=O)c1cccc(N2C(=O)CSC2c2ccccc2)c1)C(=O)Nc1ccccc1C (centres undefined)
    3	5	-1	93	0.88	1	4	1	-4	1
> O=C(O)CCCC(=O)Nc1ccccc1C(=O)N1CCOCC1
    2	6	2	100	·	1	4	-2	-10	1.1
> O=C(Nc1ccc(C(=O)O)cc1)/C(=C\c1ccco1)NC(=O)c1ccccc1
    3	-20	-3	107	1.1	0.9	5	3	-8	1.1
> COc1ccccc1/C=N/n1c(N)c(S(=O)(=O)c2cccs2)c2nc3ccccc3nc21
    -4	0	-4	112	1.2	1	2	4	-2	1
> CC1=C(C(=O)N2CCN(c3cc(C)ccc3C)CC2)C2(CCC(C)CC2)OC1=O (centres undefined)
    17	-3	-16	100	1.9	1	4	16	-9	1.1
> O=C1c2ccccc2C(=O)N1CSc1nnc(Nc2ccccc2)s1
    4	5	-17	102	·	0.9	6	17	-2	1
> Cc1c(NC2=CC(=O)CC(C)(C)C2)c(=O)n(-c2ccccc2)n1C
    -4	-11	-12	102	1.3	1	4	12	0	1
> COc1ccc(-c2nc3ncccn3c2Nc2ccccc2)cc1
    10	-1	12	102	1.3	1	-1	-12	7	0.9
> CCc1ccc(CN2C(=O)c3ccccc3C2C(=O)NCC2CCCO2)cc1 (centres undefined)
    5	6	-7	97	1	0.9	9	7	-3	1
> Cc1onc(-c2c(F)cccc2Cl)c1C(=O)N1CCc2ccccc2C1
    7	-9	8	98	1.1	1	-3	-8	0	1
> O=C(NCc1ccc2c(c1)OCO2)C1CCCN(S(=O)(=O)c2cccc3nonc23)C1 (centres undefined)
    1	0	18	89	1	1	2	-18	-4	1
> O=C(NCCCN1CCOCC1)c1cc(Cl)ccc1[N+](=O)[O-]
    -4	-4	-2	102	1.1	0.8	17	2	-5	1
> CCn1cc(S(=O)(=O)CC(=O)Nc2cc(C)ccc2C)c2ccccc21
    3	-4	11	96	0.96	1	-1	-11	-4	1
> CC1(C)CC(=O)c2cc(C(=O)NNc3ccccc3)c(=O)n(-c3ccccc3)c2C1
    2	11	-18	102	1.4	1	1	18	-7	1.1
> COc1cccc(OCCCOc2ccccc2C(C)C)c1
    2	18	-28	97	1.4	0.9	8	28	-7	1.1
> CCN(C(=O)CN(C)Cc1c(F)cccc1Cl)c1c(N)n(Cc2ccccc2)c(=O)[nH]c1=O
    -11	5	4	96	0.94	0.9	7	-4	-5	1.1
> Cc1ccc(Nc2ccc(C(F)(F)F)cc2[N+](=O)[O-])cc1
    -10	0	-6	108	1.1	0.8	19	6	-5	1.1
> O=C(Nc1ccccc1N1CCCC1)c1cc2ccccc2o1
    -1	-13	-90	123	1.5	0.9	10	90	31	0.7
> CCC(CO)Nc1nc(CN2CCCCC2)nc2scc(-c3ccccc3)c12 (centres undefined)
    9	-7	2	102	0.85	1	4	-2	0	1
> Cn1/c(=N/N=C/c2ccc([N+](=O)[O-])cc2)sc2ccccc21
    6	12	15	132*	2	1.1	-13	-15	11	0.9
> COc1cc(OC)cc(C(=O)OCCNC(=O)Cn2cnc3c2c(=O)n(C)c(=O)n3C)c1
    2	9	-13	98	1.2	0.9	8	13	-3	1
> CC(=O)c1c(N2CCOCC2)[nH]c(-c2ccccc2)nc1=S
    -6	6	-21	104	1.3	0.7	31	21	-10	1.1
> COc1cc(NC(=O)C2CCN(S(=O)(=O)c3ccc(Cl)cc3)CC2)ccc1-n1cnnn1
    8	-7	16	94	0.96	0.9	14	-16	-6	1.1
> O=C(O)CCc1ccc(-c2ccccc2)n1-c1cccc(O)c1
    -4	-18	-18	99	1.1	0.8	16	18	-8	1.1
> CCCCCc1ccc(-c2nnc(N)s2)cc1
    1	-1	-21	117	1.8	0.8	15	21	20	0.8
> CC(C)(C)c1nnc(N/N=C/c2ccc(O)cc2)n(N)c1=O
    -2	-7	8	101	0.85	0.8	18	-8	18	0.8
> CN(C)c1nc(N2CCN(c3ccccc3)CC2)c(C#N)c(=O)o1
    25	5	-5	95	1.4	1	2	5	-4	1
> CCCCC1CCC(c2ccc(C(N)=O)cc2)CC1 (centres undefined)
    0	10	-12	96	1.6	1	0	11	-3	1
> O=C(NCC1CCCCC1)c1ccco1
    8	-17	5	105	1	0.9	8	-5	5	1
> Cc1cc(=O)oc2cc(OCC(=O)N3c4ccccc4CC3C)ccc12 (centres undefined)
    6	-3	0	96	0.89	0.8	19	0	2	1
> CC(C)COC(=O)n1c(SCC(=O)N(C)C)nc2ccccc21
    -4	-13	0	98	1.4	0.8	15	0	0	1
> COc1ccc(C(C(=O)NC(C)C)N(C(=O)CCC(=O)Nc2nccs2)c2ccccc2F)cc1 (centres undefined)
    7	-3	13	98	1.1	0.8	18	-13	-8	1.1
> C[C@@H](C(=O)Nc1ccc2ccccc2c1)[C@@H]1C[C@@]1(C)[C@@H](NC(=O)c1ccccc1)c1ccccc1
    17	1	-5	114	0.91	0.8	22	5	2	1
> CCOc1cc(CNCCN(C)C)c(Cl)cc1OCC(=O)NCCc1ccccc1
    5	-4	-2	101	1	0.9	10	2	-5	1
> COc1ccccc1Nc1cc(N2CCOCC2)c2nonc2c1[N+](=O)[O-]
    3	-10	-15	98	1.1	0.6	42	15	-2	1
> Cn1c(C(=O)Nc2ccc3c(c2)OCO3)cc2sccc21
    2	-5	-153	193*	8.9*	0.8	19	153*	53*	0.5
> COC(=O)CN(c1nc(C)c(Br)c(OC)n1)S(=O)(=O)c1ccc(C)cc1
    2	8	-7	98	0.97	0.8	22	7	-5	1.1
> O=C(Nc1cccc(S(=O)(=O)Nc2ccccc2Cl)c1)c1ccc(N2CCCC2)c([N+](=O)[O-])c1
    -11	-10	-9	101	1	0.8	17	9	-5	1
> N#C/C(=C\c1cn(CC(=O)N2CCCCC2)c2ccccc12)C(=O)NCc1ccc2c(c1)OCO2
    -15	4	11	89	1.2	0.6	42	-11	-9	1.1
> CC(=O)NC1(C(F)(F)F)NC(=O)N(CC(C)C)C1=O (centres undefined)
    -10	-10	-8	101	1.1	0.9	7	8	-2	1
> CCOc1ncccc1C(=O)OCC(=O)Nc1ccc(C)c(S(=O)(=O)N2CCOCC2)c1
    -11	-4	-4	90	0.86	0.9	9	4	-5	1.1
> Cc1ccc(/C=C(\C#N)C(=O)Nc2ccccn2)o1
    10	2	-100	187*	4.3*	0.8	22	100	68*	0.3
> COc1cc(NC(=S)N2CCCC(CO)C2)cc(OC)c1 (centres undefined)
    -5	5	17	109	1.1	1	2	-17	2	1
> S=C(NCC1CCCO1)N1CCN(c2nc(-c3ccccc3)cs2)CC1 (centres undefined)
    7	0	-11	85	0.8	0.8	21	11	-4	1
> Cc1ccc(NC(=O)c2ccc(CSc3nnc(-c4ccncc4)n3C)cc2)c(C)c1
    16	15	-19	106	0.94	0.9	7	19	12	0.9
> O=C(NNC(=O)c1sccc1-n1cccc1)c1ccccc1
    12	5	-12	98	0.97	1	2	12	-6	1.1
> Cc1cccc(NC(=S)N(CCCN2CCOCC2)Cc2ccccn2)c1
    10	6	-4	97	1.2	0.9	10	4	-9	1.1
> CCc1c(C)sc(NC(=O)c2cc(-c3ccc(O)cc3)on2)c1C#N
    2	10	-5	93	1.1	0.9	15	5	-9	1.1
> CCn1cc([N+](=O)[O-])c(C(=O)Nc2ccc(Br)cn2)n1
    13	-2	3	100	1.4	1	5	-3	-11	1.1
> N#Cc1nc(Cc2ccccc2)oc1N1CCCC1
    0	3	-14	100	1.6	1.1	-12	14	1	1

# Next structures.
# Screens in order: G6PDH CS	TLR4 MyD88 comp	APP 5UTR inh	STAT1 activator	NF-kB neuron act	Diaph act CS	Diaphorase inh	APP 5'UTR act	FLuc inh counter	FLuc stim CS
> CC(=O)c1ccc2c(c1)C1C=CCC1C(C(=O)O)N2 (centres undefined)
    7	7	-9	97	1.2	0.2	77*	9	5	0.9
> Cc1occc1C(=O)Nc1cccc(C(F)(F)F)c1
    8	-3	-12	99	1.2	0.7	27	12	-2	1
> COc1ccc(C2N(c3cc(Cl)ccc3OC)C(=O)C3CCCN32)cc1OC (centres undefined)
    -3	-10	2	100	0.92	0.8	17	-2	-5	1.1
> Cc1cc(C)c2cc(CN(CCO)C(=O)Nc3ccc(F)cc3)c(=O)[nH]c2c1
    -29	-20	-11	91	0.69	0.8	19	11	-4	1
> COC(=O)COc1ccc(-n2cnnn2)cc1
    6	7	-4	102	1.5	0.9	11	4	-2	1
> COC(=O)c1[nH]c(C)c(/C(O)=C2\C(=O)C(=O)N(CCN(C)C)C2c2ccccc2OC)c1C (centres undefined)
    -20	2	6	105	0.95	0.9	8	-6	-12	1.1
> COc1ccc(C(=O)N2CCN(C(C)=O)CC2)cc1S(=O)(=O)NCc1ccc(Cl)cc1
    -5	-17	-2	99	1.1	1.1	-5	2	6	0.9
> CCc1ccccc1NC(=O)C1CCCN(S(=O)(=O)c2c(C)noc2C)C1 (centres undefined)
    20	10	3	97	0.97	0.8	21	-3	-2	1
> Cc1ccc(S(=O)(=O)N/N=C/c2ccc(C(=O)O)cc2)cc1
    12	7	-18	109	1.3	0.9	12	18	-6	1.1
> CN1C(=O)CSc2ccc(NC(=O)NCc3cccnc3)cc21
    -4	1	0	99	1.1	1	2	0	-7	1.1
> CCc1cc(=O)oc2cc(OCC(=O)N3CCc4ccccc43)ccc12
    2	·	·	·	·	0.8	19	·	-6	1.1
> Cc1ccc(CSCCNC(=O)c2cccc([N+](=O)[O-])c2)cc1
    13	5	4	97	0.95	1.1	-6	-4	-2	1
> CC1(C)CC(=O)C(N=Nc2cc(Cl)c(Cl)c(Cl)c2)=C(O)C1
    -1	-3	6	98	0.81	0.9	13	-6	-2	1

# One compound at a time (already shown):
# Cc1ccc(CSCCNC(=O)c2cccc([N+](=O)[O-])c2)cc1 reads G6PDH CS: 13; TLR4 MyD88 comp: 5; APP 5UTR inh: 4; STAT1 activator: 97; NF-kB neuron act: 0.95; Diaph act CS: 1.1; Diaphorase inh: -6; APP 5'UTR act: -4; FLuc inh counter: -2; FLuc stim CS: 1
# CN1C(=O)CSc2ccc(NC(=O)NCc3cccnc3)cc21 reads G6PDH CS: -4; TLR4 MyD88 comp: 1; APP 5UTR inh: 0; STAT1 activator: 99; NF-kB neuron act: 1.1; Diaph act CS: 1; Diaphorase inh: 2; APP 5'UTR act: 0; FLuc inh counter: -7; FLuc stim CS: 1.1

# Entries listed so far with bromine:
# Screens in order: G6PDH CS	TLR4 MyD88 comp	APP 5UTR inh	STAT1 activator	NF-kB neuron act	Diaph act CS	Diaphorase inh	APP 5'UTR act	FLuc inh counter	FLuc stim CS
> COC(=O)CN(c1nc(C)c(Br)c(OC)n1)S(=O)(=O)c1ccc(C)cc1
    2	8	-7	98	0.97	0.8	22	7	-5	1.1
> CCn1cc([N+](=O)[O-])c(C(=O)Nc2ccc(Br)cn2)n1
    13	-2	3	100	1.4	1	5	-3	-11	1.1
